# Assay outcomes: PubChem, National Center for Advancing Translational Sciences (NCATS)
# USP1-UAF1 inh = inhibitors of human USP1/UAF1 deubiquitinase; O94782; recombinant USP1/UAF1, Ub-Rhodamine cleavage fluorescence; Potency, µM (highest dose often 57.1 µM), inactives show at the highest dose activity change, negative = inhibition, hits mostly inhibitors; hit rate 0.23% among 390,000; AID 743255; further: potency means the concentration at half of the fitted maximal effect; on the % scale 0 is the no-effect control and ±100 the full control effect; nearly all actives have a fitted effect of over 60% in size; inactives centre near -12
#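 Step one: compound is pinned into 1nM USP1/UAF1 in HEPES pH 7.8 buffer with TCEP. Step two: 15 min room-temperature incubation. Step three: Ub-Rho (150nM final) starts cleavage, tracked by fluorescence over six one-minute reads.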
# D2 ag = D2 dopamine receptor (human) agonism; P14416; HEK293 T-REx D2 cells, calcium flux agonist mode; activation, % at 2 µM; hit rate 0.53% among 340,000; AID 485358;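 active means activation over 3 SD above normal in the single-dose calcium agonist read, cut at about 30% in these data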; further: 0% is about no effect
# Target sequence (P14416 whole entry, looked up): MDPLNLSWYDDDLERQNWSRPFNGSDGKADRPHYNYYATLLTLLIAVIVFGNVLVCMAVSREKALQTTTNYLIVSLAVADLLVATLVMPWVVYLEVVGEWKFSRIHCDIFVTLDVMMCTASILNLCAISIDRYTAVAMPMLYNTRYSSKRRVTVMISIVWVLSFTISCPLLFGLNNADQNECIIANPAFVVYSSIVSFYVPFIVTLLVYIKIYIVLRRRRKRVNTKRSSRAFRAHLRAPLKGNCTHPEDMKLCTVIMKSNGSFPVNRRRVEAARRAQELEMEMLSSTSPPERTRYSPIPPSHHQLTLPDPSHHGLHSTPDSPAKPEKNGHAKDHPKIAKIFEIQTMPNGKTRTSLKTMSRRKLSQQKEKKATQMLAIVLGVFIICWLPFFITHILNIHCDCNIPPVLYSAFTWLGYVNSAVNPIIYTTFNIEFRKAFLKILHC
#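 Agonism scored from kinetic calcium signal (1 read/sec, 180 s) following compound pin transfer, after a 10 s baseline. Cells: HEK293 Trex line expressing inducible D2 receptor coupled to calcium, dye-loaded after overnight culture at 30 C.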
# Pin1 inhibitor = blocks the human prolyl isomerase Pin1; Q13526; Pin1 FP peptide displacement, HiFluor488, 10 min; Potency, µM (doses to about 115 µM), for the others: at the top dose activity, negative = inhibition, usual class: inhibitors; hit rate 0.009% among 390,000; active means well fitted inhibition curve with a large enough effect in the polarisation, with a control signal flat, not every such curve was filed as active; inconclusive means small, poorly fitted or top-dose-only effect, or effect the other way, or a change in a side signal; inactive means no such curve, though single readings can be large or run the other way; the % refers to the polarisation; further: potency means the concentration at half of the fitted maximal effect; on the % scale 0 is the no-effect control and ±100 the full control effect
# Target sequence (Q13526 whole entry, looked up): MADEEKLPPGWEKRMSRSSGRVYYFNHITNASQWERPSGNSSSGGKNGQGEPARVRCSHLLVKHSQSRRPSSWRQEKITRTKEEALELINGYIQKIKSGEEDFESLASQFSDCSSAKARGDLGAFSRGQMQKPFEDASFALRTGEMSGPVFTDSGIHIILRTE
# rTrxR1 inhibitor = inhibitors of rat thioredoxin reductase 1 | O89049 | recombinant rTrxR1, NADPH fluorescence consumption, selenite substrate | Potency, µM (series often up to 114 µM), without a hit: at the top dose activity change, negative = inhibition, usual class: inhibitors | hit rate 1% among 390,000 | AID 588453; further: potency means the concentration at half of the fitted maximal effect; on the % scale 0 is the no-effect control and ±100 the full control effect; nearly all actives have a fitted effect of over 65% in size
#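 Rat TrxR1 (90 nM in the dispensed reagent) was pre-reduced with 400 uM NADPH for 5 min at room temperature, then incubated with compound for 15 min. After 400 uM selenite was added, NADPH fluorescence (Ex 340/Em 450 nm) was followed for 8 min.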
# TRHR ag = agonists of human TRH receptor. P34981. activation, % at 2 µM. TRHR cells, calcium flux fluo-8, FDSS agonist mode. hit rate 0.18% among 360,000; in the data active means activation above about 30%; further: 0% is about no effect
# Target sequence (P34981 whole entry, looked up): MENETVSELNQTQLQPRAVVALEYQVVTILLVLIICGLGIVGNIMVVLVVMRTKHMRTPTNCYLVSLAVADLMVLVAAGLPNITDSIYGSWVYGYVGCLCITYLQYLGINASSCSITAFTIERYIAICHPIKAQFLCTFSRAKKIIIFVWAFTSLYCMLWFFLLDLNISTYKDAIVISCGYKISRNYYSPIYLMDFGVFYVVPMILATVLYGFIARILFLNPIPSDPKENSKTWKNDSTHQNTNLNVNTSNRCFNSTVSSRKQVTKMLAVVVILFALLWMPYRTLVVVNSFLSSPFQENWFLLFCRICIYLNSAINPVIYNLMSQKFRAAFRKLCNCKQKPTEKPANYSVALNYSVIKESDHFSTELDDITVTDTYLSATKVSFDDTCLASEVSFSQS
#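 TRHR-expressing cells, plated overnight in medium with 10% serum, were loaded with fluo-8 calcium dye at room temperature. After a 10 s baseline, library compound was pin-added and calcium release was recorded kinetically (ex 480/em 530) as agonist response.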
# D2 antagonist = D2 dopamine receptor (human) antagonism | P14416 | HEK293 TREx D2 cells, calcium flux, dopamine EC80 | inhibition, % at 10 µM | hit rate 2% among 340,000; in the data active means inhibition above about 30%; further: 0% is about no effect
#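 Tetracycline-induced HEK293 TREx cells expressing D2 receptor forced-coupled to calcium signalling, loaded with no-wash calcium dye. Compounds added and calcium flux read 180 s, then dopamine added at EC80 and read a further 180 s.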
# TrxR1 substrate = rat thioredoxin reductase 1 substrate activity; purified TrxR1 substrate turnover, NADPH consumption readout; hit rate 0.01% among 390,000; AID 588456; Potency, µM (top dose mostly 114 µM), for inactives: at the highest dose activity change, negative = substrate turnover; O89049; further: potency means the concentration at half of the fitted maximal effect; on the % scale 0 is the no-effect control and ±100 the full control effect; nearly all actives have a fitted effect of over 50% in size
#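 Rat TrxR1, dispensed at 90 nM, was prereduced with 400 uM NADPH (final) for 5 min at ~22 deg C, then incubated with compound 15 min before 400 uM selenite. A first-read NADPH fluorescence drop versus no-compound background flagged substrates.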
# mIDH1 inhibitor = blocks human mutant IDH1 R132H enzyme. Potency, µM (titrated, usually from 76.6 µM), inactives show at the top dose activity change, negative = inhibition, most hits filed as inhibitors. IDH1-R132H enzyme, NADPH consumption, diaphorase/resazurin fluorescence. hit rate 0.093% among 390,000; further: potency means the concentration at half of the fitted maximal effect; on the % scale 0 is the no-effect control and ±100 the full control effect; nearly all actives have a fitted effect of over 65% in size
#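 IDH1-R132H (0.5 ug/mL) preincubated 30 min with compound, then NADPH (0.016 mM) and alpha-KG (2 mM) added; 80 min at RT, pH 7.5. Remaining NADPH coupled via diaphorase/resazurin to fluorescence (540/590 nm); concentration-response curves normalized to no-enzyme control.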
# TRHR PAM = TRH receptor (human) allosteric enhancement. P34981. TRHR cells, fluo-8 calcium fluorescence, EC20 TRH enhancement. enhancement, % at 2 µM. hit rate 0.66% among 360,000. AID 493056; in the data active means enhancement above about 30%; further: 0% is about no effect
#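 Enhancer read-out: after compound pinning and an initial kinetic agonist-mode read, an EC20 of TRH (10 nM final) was injected and fluo-8 calcium signal (Ex 480/Em 530) followed at 1 s/cycle for 100 cycles in TRHR-expressing cells.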
# Active calls of the source: *; u = inconclusive; x = not tested or not shown; & = joins results of further samples; [ ] = dose if it differs, or a comment. Unless noted, the call rests on the fitted dose curve; in most records, active means well fitted inhibition curve with a large enough effect; inconclusive means small, poorly fitted or top-dose-only effect; inactive means no such curve, though single readings can be large or run the other way. This is a subset (hit frequency here may not be typical).
structure	USP1-UAF1 inh	D2 ag	Pin1 inhibitor	rTrxR1 inhibitor	TRHR ag	D2 antagonist	TrxR1 substrate	mIDH1 inhibitor	TRHR PAM
COc1cc(C(C[N+](=O)[O-])c2c(N)n(C)c(=O)n(C)c2=O)ccc1O (configuration not stated)	-30%	0.4	0%	-17%[57.1 µM]	0.2	-7	3%[57.1 µM]	5%	4
N#Cc1ccc(S(=O)(=O)N2CCCN(c3ccc(C(F)(F)F)cn3)CC2)cc1	0%	0.2	0%	13%[57.1 µM]	1.2	-12	7%[57.1 µM]	3%	-13
COc1ccc(Br)cc1CNc1ccc(N2CCOCC2)cc1	4%	0.2	-11%	4%	-0.5	-3	-3%	8%	2
COc1ccc(N2CCN(C(=O)c3cccn4c(=O)c5ccc(Cl)cc5nc34)CC2)cc1	-29%	0.7	-2%	10%[57.1 µM]	-0.2	x	5%[57.1 µM]	14%	4
CCN(Cc1ccccc1)C(=O)Cn1c(=O)cc(C)c2c(C)nn(-c3cccc(F)c3)c21	-15%	-0.8	18%	10%[57.1 µM]	0.6	x	3%[57.1 µM]	-12%	0
CN(c1ccc(F)cc1)S(=O)(=O)N1CCCC(C(=O)NCc2cccc(Br)c2)C1 (configuration not stated)	-11%	-0.1	1%	19%	0.5	x	-2%	-3%	-9
Cc1nn(CC(=O)N2CCC(C)CC2)c(=O)c2cc3sccc3n12	-21%	x	-3%	10%	-0.3	x	-1%	6%	-2
Cc1nc(N)sc1-c1ccccc1	1%	x	1%	u	x	x	-14%	-2%	x
COc1ccccc1/C=C/C(=O)OCCN1C(=O)c2ccccc2C1=O	-22%	1.6	8%	26%	0.0	-15	7%	5%	0
O=C1CN(C(=O)c2ccc(Cl)c([N+](=O)[O-])c2)c2ccccc2N1	1%	x	-4%	-5%	-0.3	x	0%	0%	1
Cc1cc(C)c(NC(=O)CSc2nc3ccc(N4C(=O)c5ccccc5C4=O)cc3s2)c(C)c1	-20%	1.1	6%	27%[57.1 µM]	0.1	-7	10%[57.1 µM]	0%	-1
Cc1ccc(C)c(NC(=O)c2nc(S(=O)(=O)Cc3ccc(F)cc3)ncc2Cl)c1	-17%	-0.5	38%[activator]	1.6µM*	-0.4	x	3%	-16%	-12
Cc1ccc(S(=O)(=O)N2CCN(C(=O)Cc3ccccc3)CC2)cc1	-19%	0.1	2%	-6%	-0.9	-7	-4%	1%	4
OC(c1cccc(Cl)c1)c1nccc2ccccc12 (configuration not stated)	-15%	-0.4	5%	14%	0.1	-3	-3%	-5%	-4
CCCCc1cc(=O)oc2cc(OS(C)(=O)=O)ccc12	-17%	2.0	3%	-6%	0.2	3	20%	3%	1
Cc1csc2ncnc(NNC(=O)c3ccc(Cl)cc3)c12	-14%	-1.9	-1%	17%[11.4 µM]	0.2	2	-3%[57.1 µM]	17%	0
FC(F)c1nc2ccccc2[nH]1	-4%	0.2	-2%	22%[11.4 µM]	-0.2	14	9%[57.1 µM]	11%	3
CCOC(=O)N1CCC(N2C(=O)c3ccccc3C2Nc2ccc(S(=O)(=O)N3CCCCC3)cc2)CC1 (configuration not stated)	x	0.5	x	x	1.3	-16	x	x	-3
CCOC(=O)C1CCCN(S(=O)(=O)c2ccc3c(c2)CCN3C(=O)CC)C1 (configuration not stated)	u	0.2	3%	6%	-0.1	x	-1%	-11%	-8
COc1ccccc1NS(=O)(=O)c1ccc2c(c1)OCCO2	-10%	-3.1	-3%	7%	-0.7	-2	-3%	1%	1

# Further records
structure	USP1-UAF1 inh	D2 ag	Pin1 inhibitor	rTrxR1 inhibitor	TRHR ag	D2 antagonist	TrxR1 substrate	mIDH1 inhibitor	TRHR PAM
Cc1ccc(SCC(=O)NC(=O)NC2CCCC2)c(C)c1	-1%	-1.7	-8%	5%[57.1 µM]	0.3	24	-6%[57.1 µM]	0%	-3
CCOC(=O)c1c(S(=O)(=O)Nc2ccc(C)c(F)c2)c(C)n(C)c1C	-22%	0.4	-5%	19%	-0.9	-1	0%	9%	-5
COc1cccc(-c2nc(-c3ccc(Br)o3)no2)c1	-12%&-18%	-0.6&1.1	0%&0%	12%	0.2&1.0	6	9%	0%&0%	-3&-7
Cc1cccc(C)c1NC(=O)C(C)Sc1nnc(C)n1CC1CCCO1 (configuration not stated)	-3%	x	6%	1%[57.1 µM]	0.0	x	-3%[57.1 µM]	-13%	2
CC(C)c1ccc(-c2c(C#N)c(N)nc(SCC(=O)N3CCCCC3)c2C#N)cc1	-16%	-0.3	0%	3%	0.3	3	3%	0%	5
CCn1cc(CN2CCCC(CO)(Cc3ccc(F)cc3)C2)c2ccccc21 (configuration not stated)	-12%	3.1	0%	9%	1.1	8	0%	-1%	4
C=CCn1c(SC)nnc1-c1ccc2ncccc2c1	-15%	-0.3	17%	19%	0.2	3	-4%	-10%	-4
COc1ccc(/C=N/n2c(=O)[nH]c3c([nH]c4ccc(Cl)cc43)c2=O)cc1CN1CCCCC1	-10%	2.6	-6%	7%[57.1 µM]	-1.0	15	10%[57.1 µM]	2%	-2
Oc1ccccc1/C=N/Nc1cc(N2CCCC2)nc(N2CCCC2)n1	25µM*	-0.5	u	-2%	-0.7	-11	-15%	5%	4
Cn1c(SCC(=O)Nc2ccc(F)cc2F)nnc1-c1cccnc1	-12%	-1.7	1%	13%	-0.9	-4	-3%	9%	-3
CCCn1c2ccccc2c2cnn(CC(=O)NCC3CCN(Cc4ccccc4C)CC3)c(=O)c21	-22%	x	-2%	-1%	-0.5	x	-2%	6%	-5
CCN(CC)CCN(Cc1cc2ccc(C)cc2[nH]c1=O)C(=S)Nc1ccccc1C(=O)OC	-1%	-0.6	2%	-23%[57.1 µM]	-0.7	-1	-7%	-8%	29
O=C(NC1CCN(C(=O)Nc2ccccc2)CC1)C1CCCCC1	-12%	0.2	-2%	16%[57.1 µM]	0.7	14	-8%	2%	0
CCOc1ccccc1CNS(=O)(=O)c1ccc2c(c1)oc(=O)n2C	-19%	-0.2	-1%	6%[57.1 µM]	0.2	1	7%	0%	0
CCC(=O)N(Cc1cc2ccccc2[nH]c1=O)C(C)C	2%	-1.2	3%	-12%	0.4	-8	0%	0%	3
COc1cc(OC)cc(-c2c(-c3ccc(F)cc3)c3cc(-c4ccc(SC)cc4)ccc3n2C)c1	-12%	x	19%	69%[activator][57.1 µM]	x	x	78%[activator][57.1 µM]	12%	x
O=C(NCC(c1ccccc1Cl)N1CCCC1)c1ccc(N2CCCC2=O)cc1 (configuration not stated)	-20%	-0.6	0%	0%	0.5	6	-8%	-8%	5
CC(C)CC(=O)NC(=S)N1CCN(c2ccc([N+](=O)[O-])cc2Cl)CC1	-7%	0.4	-3%	12%	-0.9	-4	-2%	-11%	-4
COc1cc(OC)cc(C(=O)NCc2cccnc2)c1	-11%	0.9	-3%	11%[57.1 µM]	0.8	-7	5%[57.1 µM]	5%	-4
Cc1ccc(S(=O)(=O)c2cn(Cc3cccc(F)c3)c3cc(N4CCCC4)c(F)cc3c2=O)cc1	-15%	-0.6	-5%	12%	1.9	x	41%[activator]	0%	0

# (more compounds)
structure	USP1-UAF1 inh	D2 ag	Pin1 inhibitor	rTrxR1 inhibitor	TRHR ag	D2 antagonist	TrxR1 substrate	mIDH1 inhibitor	TRHR PAM
Cc1ccc(-c2ccc(/C=N/NC(=O)CN3CCOCC3)o2)cc1[N+](=O)[O-]	-25%	-0.7	-1%	u	-0.3	8	-11%	-11%	12
CCCn1nnc(NC(=O)c2ccccc2Br)n1	-7%	0.3	-15%	3%	0.5	5	13%[57.1 µM]	0%	4
Cc1ccccc1OCC1CNC(=O)O1 (configuration not stated)	-3%	-2.6	-1%	6%	-2.4	18	-2%	2%	8
CCC(NC(=O)CCc1c(C)c2cc3c4c(oc3cc2oc1=O)CCCC4)C(=O)O (configuration not stated)	-11%	-0.2	2%	9%	-1.1	-6	11%	0%	-3
N#Cc1c(-c2ccc(Cl)cc2)n(O)c2ccccc12	-12%	x	0%	20%[11.4 µM]	x	x	11%[57.1 µM]	-1%	x
COc1ccccc1/C=C/C=N\N1CCN(Cc2ccccc2Cl)CC1	-25%	-0.9	2%	u	-1.0	-8	-15%	3%	0
Cc1ccc2[nH]c(-c3cccc(N)c3)cc2c1	-8%	1.4	5%	18%[57.1 µM]	0.3	-8	41%[activator][57.1 µM]	7%	13
OC(COc1ccccc1)CN1CCC(Cc2ccccc2)CC1 (configuration not stated)	4%	0.9	1%	-1%[57.1 µM]	0.3	74*	-8%[57.1 µM]	5%	-3
CCOc1cc(/C=C2\SC(=O)N=C2N)ccc1O	-21%	x	66%[activator]	7%[0.457 µM]	0.8	x	-7%	2%	5
CCC(=O)c1ccc(OCC(=O)OCC(=O)Nc2ccc3c(c2)OCCO3)cc1	-18%	x	-8%	15%	x	x	-3%[57.1 µM]	-5%	x
Cc1sc2ncnc(NCCCO)c2c1C	-16%	0.3	-1%	9%	0.1	-1	7%	16%	3
N=C1C(c2nc3ccccc3s2)=C(O)CN1NC(=O)c1ccc([N+](=O)[O-])cc1	-25%	1.0	-11%	u	0.2	42*	-2%[57.1 µM]	5%	0
Cc1c(C(=O)O)cccc1N1C(=O)Nc2ccccc2N1O	-24%	-1.8	-9%	15%	0.2	1	10%	-1%	3
CCOCCCN1C(=O)C2C(C(=O)Nc3ccc(OCC)cc3)C3C=CC2(O3)C1C(=O)NC1CCCCC1 (configuration not stated)	-7%	0.0	-10%	-20%[57.1 µM]	-0.5	-22	-9%[57.1 µM]	3%	-4
